Compound activity (PubChem)
human PMI inhibitors: MPI inhibition at elevated mannose 6-phosphate – biochemical, fluorescence intensity, high mannose 6-phosphate, primary screen (AID 1220). recombinant PMI enzyme, coupled fluorescence intensity; higher % means a stronger effect. inhibition, % at 20 µM, or IC50 in µM where a hit was titrated. actives 0.66% (n = 190,000); in the data active means inhibition above about 50%
Yfh1-depleted yeast: mitochondrial function rescue without frataxin homolog – Friedreich's ataxia, plus single-dose screen, dose response (AID 1465) | actives 0.074% (n = 220,000) | S. cerevisiae Yfh1-off respiration, WST-1 reduction, 72 h; higher fold induction means a stronger effect | fold induction at 50 µM, or EC50 in µM where a hit was titrated;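 active means fold induction of absorbance versus untreated yeast above a set limit, then at least 30% activation at any dose in follow-up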;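 further: activators that raise dye reduction in frataxin-depleted yeast; strong numbers were not always called active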
Siah-1 displacement: blockers of Siah-1 interaction with plectin peptide – biochemical, fluorescence polarization, rhodamine-plectin, uHTS, primary screen (AID 1817); Siah-1 / rhodamine-plectin peptide fluorescence polarization; higher % means a stronger effect; one-dose displacement, % at 20 µM; IC50 in µM for titrated hits; actives 0.02% (n = 290,000);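 active means displacement of at least 50% at 20 µM, with a fluorescence ratio check between 0.3 and a set limit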;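 further: plate controls were Siah plus tracer with DMSO for no effect and tracer alone without Siah for full effect; strong numbers were not always called active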
XIAP displacement: small molecules displacing peptide from XIAP – biochemical, IAP family, fluorescence polarization (AID 1018); actives 0.007% (n = 200,000); XIAP BIR domain, fluorescence polarization peptide displacement; higher % means a stronger effect; displacement, % at 20 µM; hits with a dose series show IC50 in µM; in the data active means displacement above about 50%; further: a part of the inactive calls stands beside numbers as strong as those of hits
ER stress rescue: rescue of cells from ER stress-induced death, primary screen, 384-well, CSM14.1, thapsigargin, ATP luminescence (AID 1222); CSM14.1 thapsigargin-induced death rescue, ATP luminescence; higher % means a stronger effect; one-dose cellular ATP content (survival), % at 20 µM; EC50 in µM for titrated hits; 190,000 tested, under 10 active;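 active means EC50 below 50 µM in the dose-response confirmation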;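 further: death triggered by thapsigargin at about 15 µM added after 2 h compound pretreatment; cell ATP read after overnight thapsigargin exposure of roughly 18 to 22 hours; normalized against plate controls of thapsigargin alone and 5% DMSO vehicle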
P. falciparum M17LAP: P. falciparum M17LAP inhibitors, primary screen, biochemical, fluorogenic H-Leu-NHMec substrate, 1536-well (AID 1619) | recombinant M17LAP, H-Leu-NHMec fluorogenic kinetic assay; higher % means a stronger effect | one-dose inhibition, % at 30 µM; IC50 in µM for titrated hits | actives 0.38% (n = 220,000);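 active means compound inhibiting the enzyme by more than half at any dose during confirmatory dose-response retesting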;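 further: plate controls were full reaction with DMSO carrier for no effect and no enzyme background for full effect; strong numbers were not always called active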
West Nile virus CPE: West Nile virus antiviral activity, cell-based, CPE readout (AID 1621). West Nile virus-infected cells, CPE inhibition; higher % means a stronger effect. CPE inhibition, % at 10 µM, or IC50 in µM where a hit was titrated. actives 0.02% (n = 290,000); in the data active means a potency from the dose series; further: strong numbers were not always called active
Salmonella PhoP GFP: inhibitors of PhoP regulon expression, primary screen, Salmonella Typhimurium, GFP reporter (AID 1863) | S. Typhimurium PhoP-regulated promoter GFP reporter, 4 h; higher % means a stronger effect | inhibition, % at 50 µM; hits with a dose series show IC50 in µM | actives 0.16% (n = 300,000);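 active means inhibition over 29.93%, a cutoff 3 SD above the screen mean, later confirmed by dose response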;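 further: 0% = low Mg2+ inducing control and 100% = high Mg2+ repressing control; strong numbers were not always called active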
P. falciparum M1AAP: malaria alanyl aminopeptidase activity blockers – biochemical, fluorogenic H-Leu-NHMec substrate, 1536-well (AID 1445); recombinant M1AAP, H-Leu-NHMec fluorogenic kinetic assay; higher % means a stronger effect; inhibition, % at 30 µM; hits with a dose series show IC50 in µM; actives 0.42% (n = 220,000);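 active means primary inhibition above the hit cutoff, then over 50% inhibition at one or more dose response concentrations, cut at about 23% in these data, passing the limit was not always enough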;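 further: plate controls were DMSO full reaction for no effect and no enzyme background for full effect; strong numbers were not always called active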
* = called active by the depositor; i = inactive; . = not tested or not shown.

1. CCOc1cc(/C=C2/SC(=S)N(C)C2=O)ccc1Oc1ccc([N+](=O)[O-])cc1[N+](=O)[O-]
2. CCOc1ccc(NC(=S)Nc2cc(OC)c(Cl)cc2OC)cc1
3. O=C(c1noc2c1CCc1ccccc1-2)N1CCCc2ccccc21
4. Cc1nc2scc(-c3cccs3)c2c(=O)[nH]1
5. C/C(=N\NC(=O)C1CCCN(S(=O)(=O)c2ccccc2)C1)c1ccccn1 (stereo unspecified)
6. COc1cccc2cc(C(=O)NNC(=O)c3ccc(Br)cc3)c(=O)oc12
7. Cc1ccc(C2(C)NC(=O)N(CCOc3ccccc3)C2=O)cc1 (stereo unspecified)
8. CCOC(=O)c1sc2ccc(S(=O)(=O)N3CCOCC3)cc2c1N

Compound,1,2,3,4,5,6,7,8
human PMI inhibitors,13%,25%,12%,0%,10%,-16%,-4%,7%
P. falciparum M17LAP,1%,30%,9%,1%,3%,0%,-1%,-1%
Salmonella PhoP GFP,1%,26%,-9%,-10%,-3%,2%,-2%,4%
XIAP displacement,5.3%,-6.5%,-4.2%,-3.9%,-0.5%,-6.2%,-1.9%,-4.1%
Siah-1 displacement,6%,-3%,2%,-2%,-2%,33%,5%,1%
ER stress rescue,-0.5%,2.1%,-1.6%,4.5%,-1.9%,-0.9%,-1.6%,-1.3%
Yfh1-depleted yeast,i,i,i,i,i,i,i,i
P. falciparum M1AAP,3%,0%,8%,6%,-18%,4%,2%,9%
West Nile virus CPE,-0.5%,-1.3%,-0.2%,0.3%,3.3%,-0.5%,1.2%,-0.7%

9. COc1cc(OC)c(C2=NOC(C(=O)Nc3cc(C)nn3-c3ccccc3)C2)cc1Cl (stereo unspecified)
10. CSc1nnc(-c2ccccc2)n1N
11. COc1cc(C2N(c3ccccc3)CCN2c2ccccc2)cc(OC)c1OC
12. COc1ccc(CN2CN=C(Nc3nc4ccccc4s3)NC2)cc1
13. C(=C\c1nc(N2CCCCCC2)c2ccccc2n1)/c1ccccc1
14. Cc1ccc(-c2csc3nc4cc(C(=O)NC5CCC(O)CC5)ccc4c(=O)n23)cc1 (stereo unspecified)
15. COc1cccc(NC(=O)CN2CCN(S(=O)(=O)c3ccc(F)cc3)CC2)c1
16. CCOC(=O)C1C(=O)OC(C)(C)C1C(C)C(=O)c1ccc(OC)cc1 (stereo unspecified)

Compound,9,10,11,12,13,14,15,16
human PMI inhibitors,12%,-3%,25%,9%,8%,.,-6%,5%
P. falciparum M17LAP,-2%,1%,8%,4%,3%,10%,11%,3%
Salmonella PhoP GFP,2%,-1%,7%,-10%,-1%,-9%,4%,-2%
XIAP displacement,-0.8%,0.8%,-3.5%,-2.6%,-7.1%,.,-17%,-7.1%
Siah-1 displacement,4%,-1%,0%,3%,-2%,13%,2%,8%
ER stress rescue,-1.8%,-0.6%,0.5%,-1.2%,16%,.,2.1%,-0.9%
Yfh1-depleted yeast,i,i,i,i,i,i,i,i
P. falciparum M1AAP,0%,-4%,10%,11%,15%,9%,-3%,5%
West Nile virus CPE,-0.7%,1.1%,-0.2%,-0.4%,-1.0%,1.5%,-1.1%,-0.6%

17. Cc1ccc(C(=O)NNC(=O)CCC(=O)Nc2cc(C)on2)cc1
18. COc1cccc(C(C(=O)NC2CCCCC2)N(C(=O)c2cccs2)c2ccc3c(c2)OCO3)c1 (stereo unspecified)
19. O=C(NC1CCCc2ccccc21)C1CCN(S(=O)(=O)c2cccc3nonc23)CC1 (stereo unspecified)
20. NS(=O)(=O)c1ccc(NC(=S)N2CCN(Cc3ccc4c(c3)OCO4)CC2)cc1
21. Cc1cccc(NC(=O)C2=C(O)c3ccccc3N(C)S2(=O)=O)c1
22. COc1ccc(OC)c(C2C(C(=O)O)c3ccccc3C(=O)N2C)c1 (stereo unspecified)
23. CCc1ccc(S(=O)(=O)Nc2cccc(C3OCCCO3)c2)cc1
24. COc1ccc(OC)c(C(=O)NC(CC(N)=O)c2ccc(NCCN3CCOCC3)c([N+](=O)[O-])c2)c1 (stereo unspecified)

Compound,17,18,19,20,21,22,23,24
human PMI inhibitors,-8%,8%,1%,5%,-23%,-6%,-2%,.
P. falciparum M17LAP,8%,5%,16%,-4%,9%,-10%,11%,8%
Salmonella PhoP GFP,-5%,4%,-6%,-5%,18%,-10%,-5%,-5%
XIAP displacement,-1.0%,-2.9%,-1.8%,-4.0%,-1.0%,-3.4%,-3.9%,.
Siah-1 displacement,4%,-1%,4%,-1%,3%,0%,-3%,5%
ER stress rescue,0.9%,1.1%,-2.1%,2.3%,-2.9%,-0.1%,-13%,.
Yfh1-depleted yeast,i,i,i,i,i,i,i,i
P. falciparum M1AAP,2%,5%,-1%,6%,7%,1%,19%,9%
West Nile virus CPE,-0.3%,-1.4%,0.9%,-0.3%,0.0%,0.1%,-0.9%,0.3%

25. COC(=O)C1(c2ccccc2)NC(c2ccc(O)cc2)C2C(=O)N(c3ccc4c(c3)OCO4)C(=O)C21 (stereo unspecified)
26. NC(=O)CC1NC(=O)c2cc([N+](=O)[O-])cc(I)c2OCCC(C(N)=O)NC(=O)[C@@H]2CCCN2C1=O (stereo partly specified)
27. O=C(O)CCC1(C(=O)O)OCCc2ccccc21 (stereo unspecified)
28. CCCNC(=O)Cn1c(=O)/c(=C\c2ccc(-c3ccc([N+](=O)[O-])cc3)o2)s/c1=C\C(=O)C(C)(C)C
29. C#Cc1cccc(NC(=O)c2ccc(Cl)cc2Cl)c1
30. CCOC(=O)Cc1csc(NC(=O)CCC(=O)O)n1
31. Cc1ncc([N+](=O)[O-])n1CCOC(=O)c1cc(Cl)cc(Cl)c1N
32. Cc1cc(NCCCn2ccnc2)n2nc(-c3ccc(Cl)cc3)cc2n1

Compound,25,26,27,28,29,30,31,32
human PMI inhibitors,.,-25%,11%,-16%,.,.,45%,0%
P. falciparum M17LAP,2%,17%,-1%,-22%,-5%,-8%,17%,-1%
Salmonella PhoP GFP,-5%,0%,4%,-14%,0%,-13%,-5%,-4%
XIAP displacement,.,-1.2%,-1.8%,-3.4%,.,.,-0.6%,-10%
Siah-1 displacement,5%,4%,4%,25%,1%,-6%,25%,-7%
ER stress rescue,.,-4.7%,-1.6%,1.8%,.,.,-0.4%,2.0%
Yfh1-depleted yeast,i,i,i,i,i,i,i,i
P. falciparum M1AAP,3%,-3%,3%,5%,5%,0%,12%,5%
West Nile virus CPE,-0.3%,0.2%,0.4%,-1.0%,-1.4%,-0.4%,-1.2%,-0.9%

33. C/C(=N\OCc1ccccc1C#N)c1cc2ccccc2o1
34. COc1ccc(S(=O)(=O)N2CCC(NC(=O)Nc3ccc(C)cc3)CC2)cc1
35. Cc1ccc(-c2nc(-c3ccccn3)no2)cc1[N+](=O)[O-]
36. COc1ccc(-c2nn(C)c(=O)[nH]2)cc1
37. CCCn1c(SCCN2C(=O)c3ccccc3C2=O)n[nH]c1=O
38. CSc1nnc(-c2sccc2OCc2ccccc2)n1C
39. CC(Sc1c[nH]c2ccccc12)C(=O)O (stereo unspecified)
40. O=C(CN1C(=O)COc2ccccc21)N1CCCc2ccccc21

Compound,33,34,35,36,37,38,39,40
human PMI inhibitors,-12%,-8%,.,.,8%,29%,-10%,-3%
P. falciparum M17LAP,-4%,7%,8%,8%,-4%,12%,2%,18%
Salmonella PhoP GFP,4%,4%,-7%,2%,4%,-3%,-10%,1%
XIAP displacement,-7.6%,-4.0%,.,.,-0.7%,-2.1%,-4.1%,-3.9%
Siah-1 displacement,-4%,2%,2%,-1%,3%,2%,-2%,3%
ER stress rescue,-0.5%,-1.0%,.,.,1.2%,-0.8%,-1.4%,-2.6%
Yfh1-depleted yeast,i,i,i,i,i,i,i,i
P. falciparum M1AAP,0%,3%,6%,9%,-4%,-2%,-3%,3%
West Nile virus CPE,-0.3%,-1.2%,-0.7%,1.3%,0.5%,-0.4%,-0.5%,0.2%

41. COC/C=C/C1=CC2=CC(=O)C(C)(OC(=O)c3ccco3)C(=O)C2=CO1 (stereo unspecified)
42. CC1=C(C(=O)Nc2ccccn2)C(c2ccccc2)n2ncnc2N1 (stereo unspecified)
43. COc1ccc(-c2noc(-c3ccc(Br)o3)n2)cc1
44. O=C(Nc1cc(S(=O)(=O)Nc2ccccc2Cl)ccc1O)c1cc2c(s1)CCCC2
45. O=C(CN1CCC(NC(=O)c2ccc(Br)cc2)CC1)NCc1cccs1
46. C=CCNC(=O)c1ccc(OC)cc1OC
47. O=S(=O)(c1ccccc1)N1c2cc(Cl)ccc2Oc2nc3ccccc3nc21
48. COc1ccc2c(-c3ccccc3)cc(N3CCOCC3)nc2c1

Compound,41,42,43,44,45,46,47,48
human PMI inhibitors,.,12%,.,.,3%,10%,-5%,7%
P. falciparum M17LAP,-5%,9%,5%,-6%,1%,-1%,7%,-13%
Salmonella PhoP GFP,-2%,-16%,-10%,-5%,-6%,3%,1%,9%
XIAP displacement,.,-22%,.,.,-2.4%,0.8%,-6.1%,-3.1%
Siah-1 displacement,i,0%,14%,6%,4%,3%,-5%,3%
ER stress rescue,.,2.1%,.,.,-0.4%,-2.1%,-0.2%,-1.1%
Yfh1-depleted yeast,i,i,i,i,i,i,i,i
P. falciparum M1AAP,10%,3%,3%,-1%,18%,4%,2%,2%
West Nile virus CPE,-0.6%,0.1%,0.3%,0.1%,0.2%,-0.5%,0.0%,-0.1%

Six consecutive entries already listed, quoted:
1. CCOc1cc(/C=C2/SC(=S)N(C)C2=O)ccc1Oc1ccc([N+](=O)[O-])cc1[N+](=O)[O-]
2. CCOc1ccc(NC(=S)Nc2cc(OC)c(Cl)cc2OC)cc1
3. O=C(c1noc2c1CCc1ccccc1-2)N1CCCc2ccccc21
4. Cc1nc2scc(-c3cccs3)c2c(=O)[nH]1
5. C/C(=N\NC(=O)C1CCCN(S(=O)(=O)c2ccccc2)C1)c1ccccn1 (stereo unspecified)
6. COc1cccc2cc(C(=O)NNC(=O)c3ccc(Br)cc3)c(=O)oc12

Compound,1,2,3,4,5,6
human PMI inhibitors,13%,25%,12%,0%,10%,-16%
P. falciparum M17LAP,1%,30%,9%,1%,3%,0%
Salmonella PhoP GFP,1%,26%,-9%,-10%,-3%,2%
XIAP displacement,5.3%,-6.5%,-4.2%,-3.9%,-0.5%,-6.2%
Siah-1 displacement,6%,-3%,2%,-2%,-2%,33%
ER stress rescue,-0.5%,2.1%,-1.6%,4.5%,-1.9%,-0.9%
Yfh1-depleted yeast,i,i,i,i,i,i
P. falciparum M1AAP,3%,0%,8%,6%,-18%,4%
West Nile virus CPE,-0.5%,-1.3%,-0.2%,0.3%,3.3%,-0.5%
